LDHA block: LDHA (human) enzyme inhibition; P00338; purified LDHA, NADH/diaphorase-resazurin fluorescence; stronger effect = lower value; activity change, % (values are at about 110 or 230 µM); 480,000 tested, 0.15% active; in the data active means activity change below about -30%; inconclusive means mostly about -25% to -30%;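 further: plate controls were DMSO wells for no effect and wells without enzyme for full effect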
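Human LDH5 at 2 nM final in Tris HCl pH 7.4 with 0.06 mM NADH and 0.2 mM pyruvate, reacted 5 minutes at room temperature. Remaining NADH coupled via diaphorase/resazurin; resorufin fluorescence read at 0 and 20 minutes, normalized to enzyme-free and DMSO wells.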
BLM inh: Bloom syndrome helicase (human) inhibition; P54132; 350,000 tested, 0.2% active; Potency, µM (series often up to 56.1 µM), for inactives: at the top dose activity change, negative = inhibition, usual class: inhibitors; recombinant BLM DNA unwinding, fluorescence dequenching;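 further: potency means the concentration at half of the fitted maximal effect; plate controls were vehicle for no effect and no enzyme for full effect; nearly all actives have a fitted effect of over 35% in size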
Pol beta inh: blocks human DNA polymerase beta activity | Pol beta primer extension/strand displacement, fluorescence kinetic | Potency, µM (series often up to 114 µM), inactives show top-dose activity change, negative = inhibition, hits mostly inhibitors | 340,000 tested, 1.3% active | AID 485314; further: potency means the concentration at half of the fitted maximal effect; on the % scale 0 is the no-effect control and ±100 the full control effect
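Preincubation: enzyme (10 nM) with compound, 15 min, RT. Reaction: substrate added to 50 nM final. Reads: 0 and 10 min. Analysis: normalized, Hill fit.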
Apoferritin bind: binds horse apoferritin like a general anesthetic | AID 485281 | Potency, µM (highest dose often 77.5 µM), inactives show top-dose activity change, negative = displacement, most hits filed as inhibitors | apoferritin/1-aminoanthracene competitive binding, fluorescence | 350,000 tested, 0.074% active | P02791; further: potency means the concentration at half of the fitted maximal effect; on the % scale 0 is the no-effect control and ±100 the full control effect; nearly all actives have a fitted effect of over 20% in size
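10 uM apoferritin + 50% sat. 1-AMA, PBS; cpd 10 min RT; Ex380/Em535 endpoint; normalized to free probe vs complex; 4-param Hill fit; propofol titration as pos. ctrl.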
APE1 inh: blocks human APE1 abasic DNA cleavage. P27695. recombinant APE1, TAMRA/BHQ-2 abasic DNA cleavage fluorescence. Potency, µM (highest dose often 65.8 µM), for inactives: top-dose activity change, negative = inhibition, actives largely listed as inhibitors. 350,000 tested, 0.35% active. AID 2517;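 further: potency means the concentration at half of the fitted maximal effect; plate controls were vehicle for no effect and reference inhibitor for full effect; nearly all actives have a fitted effect of over 55% in size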
Target sequence (P27695 whole entry, looked up): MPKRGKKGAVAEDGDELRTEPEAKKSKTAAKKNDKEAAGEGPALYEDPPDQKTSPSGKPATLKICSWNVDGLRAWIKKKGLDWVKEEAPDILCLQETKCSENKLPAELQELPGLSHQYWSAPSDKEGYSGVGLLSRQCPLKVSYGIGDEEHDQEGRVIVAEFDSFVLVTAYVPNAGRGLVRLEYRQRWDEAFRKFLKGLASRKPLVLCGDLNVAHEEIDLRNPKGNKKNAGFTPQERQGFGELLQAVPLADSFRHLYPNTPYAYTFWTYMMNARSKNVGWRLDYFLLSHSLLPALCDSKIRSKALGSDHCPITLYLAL
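Activity was derived from the fluorescence gain between first and third kinetic reads (60 s intervals, ex 525/em 598 nm) after 50 nM THF-abasic TAMRA/BHQ-2 duplex was added to 0.75 nM APE1 preincubated 15 min with compound.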
Pol iota inh: blocks human DNA polymerase iota activity. Q9UNA4. Pol iota fluorescent replication assay, 10 min. Potency, µM (titrated, usually from 115 µM), for the others: at the highest dose activity, negative = inhibition, most hits filed as inhibitors. 390,000 tested, 1% active; further: potency means the concentration at half of the fitted maximal effect
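Fluorescent replication assay read twice, at 0 min and 10 min after adding 50 nM (final) substrate. Enzyme (10 nM) and compounds were first incubated 15 min at room temperature; enzyme-free buffer wells were negative controls.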
GRP78 ERSR act: ER stress response induction in glioma; U87-MG GRP78 promoter luciferase reporter, 16 h; Potency, µM, without a hit: at the top dose activation, hits mostly activators; 420,000 tested, 0.02% active; AID 602332; further: potency means the concentration at half of the fitted maximal effect; series mostly up to about 76 µM; % of control where 0% means no effect; nearly all actives have a fitted effect of over 35% in size
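Stably transfected U87-MG human glioma cells carrying a GRP78-based luminescent sensor were seeded at 1000 cells/well, pin-dosed with compounds and incubated 16 h. Luciferase reagent was then added, and end-point luminescence was read after 10 min at room temperature.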
Pol eta inh: inhibitors of human DNA polymerase eta; 390,000 tested, 1.2% active; AID 588591; recombinant Pol eta, fluorescent DNA replication assay; Potency, µM (series often up to 114 µM), for the others: at the highest dose activity change, negative = inhibition, hits mostly inhibitors; Q9Y253; further: potency means the concentration at half of the fitted maximal effect; on the % scale 0 is the no-effect control and ±100 the full control effect
Target sequence (Q9Y253 whole entry, looked up): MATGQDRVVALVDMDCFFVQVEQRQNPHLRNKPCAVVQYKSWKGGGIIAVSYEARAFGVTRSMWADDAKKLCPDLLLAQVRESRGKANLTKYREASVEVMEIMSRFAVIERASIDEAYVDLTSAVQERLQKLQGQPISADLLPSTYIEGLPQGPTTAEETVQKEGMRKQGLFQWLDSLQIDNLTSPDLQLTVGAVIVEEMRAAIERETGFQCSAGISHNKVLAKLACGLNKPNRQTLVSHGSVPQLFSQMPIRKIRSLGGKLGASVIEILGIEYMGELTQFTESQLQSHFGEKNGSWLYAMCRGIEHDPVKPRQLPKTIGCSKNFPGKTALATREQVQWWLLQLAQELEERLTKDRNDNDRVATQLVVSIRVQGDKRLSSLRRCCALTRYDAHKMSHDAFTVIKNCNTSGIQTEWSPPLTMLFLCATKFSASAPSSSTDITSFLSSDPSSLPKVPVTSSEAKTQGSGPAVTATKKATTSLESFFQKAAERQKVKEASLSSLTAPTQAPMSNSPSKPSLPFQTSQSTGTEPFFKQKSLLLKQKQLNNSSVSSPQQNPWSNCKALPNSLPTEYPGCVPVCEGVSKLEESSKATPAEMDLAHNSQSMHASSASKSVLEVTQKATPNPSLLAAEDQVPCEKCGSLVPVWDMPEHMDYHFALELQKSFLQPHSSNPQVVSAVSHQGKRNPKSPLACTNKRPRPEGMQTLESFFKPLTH
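Fluorescent replication assay: 50 nM final substrate added after a 15 min room-temperature compound preincubation with 10 nM enzyme. Signal taken at 0 min and again at 10 min.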
POLK inh: blocks human DNA polymerase kappa activity. purified Pol kappa, fluorescent DNA synthesis assay, 10 min. Potency, µM (top dose mostly 107 µM), inactives show at the highest dose activity, negative = inhibition, hits mostly inhibitors. 400,000 tested, 0.53% active; further: potency means the concentration at half of the fitted maximal effect; on the % scale 0 is the no-effect control and ±100 the full control effect
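Activity was followed as the change in fluorescence between reads at 0 and 10 min after starting the reaction with 50 nM substrate. Beforehand, 10 nM polymerase had been preincubated with compound for 15 min at room temperature.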
An asterisk follows results filed as active; ? = inconclusive; . = no result given; & = joins results of further samples; [ ] = dose if it differs, or a comment. Unless noted, the call rests on the fitted dose curve; in most records, active means well fitted curve in the direction sought with a large enough effect; inconclusive means small, poorly fitted or top-dose-only effect, or another doubt; inactive means no such curve, though single readings can be large; an effect the other way counts as inactive or inconclusive. An excerpt; count on the stated rates, not on these rows.

SMILES	LDHA block	BLM inh	Pol beta inh	Apoferritin bind	APE1 inh	Pol iota inh	GRP78 ERSR act	Pol eta inh	POLK inh
COc1ccc(C=O)cc1CN1CCCN(Cc2ccc(Cl)cc2)S1(=O)=O	5	-9%	1%	-7%	5%	-17%	-3%	-10%	-8%
CC(C)Sc1nnc(NC(=O)c2ccco2)s1	-2	0%	-22%	0%	1%	?	-4%	89µM*	-17%
CCn1cc(CN(C)S(=O)(=O)c2cccc([N+](=O)[O-])c2)cn1	3	-2%	1%	-5%	4%	56%[activator]	-4%	-18%	2%
CCOC(=O)C1C(=O)NC(N2CCCCC2)=NC1c1ccco1 (centres undefined)	0	2%	0%	8%	12%	7%	-2%	-1%	-20%
CCc1ccc(CN(Cc2cccnc2)C(=O)/C=C/c2ccc(OC)cc2)cc1	-2	-10%	-23%	-4%	-7%	111%[activator]	0%	-4%	-19%
Cc1cccnc1NCC(O)COc1ccccc1 (centres undefined)	-8	1%	-3%	4%	2%	5%	-3%	-7%	3%
Cc1nnc(SCc2ccc(F)cc2Cl)s1	-1	0%	37%	?	-1%	14%	-1%	-14%	-4%
COc1cc(OC)cc(C(=O)Nn2c(C)nc3ccccc3c2=O)c1	-6	-1%	3%	-10%	3%	7%	-4%	11%	-5%
CCOc1ccc(CN(C)C(=O)c2ccc(NC(=O)CC3SC(N4CCCC4)=NC3=O)cc2)cc1 (centres undefined)	-11	-3%	10%	-10%	21%	22%	-3%	3%	-10%
O=C(CSc1nncn2c1cc1occc12)Nc1ccccc1C(F)(F)F	0	-2%	-2%	?	.	-16%	-5%	-7%	-12%
Cc1cc(NC(=O)c2ccccc2[N+](=O)[O-])ccc1Br	-7	-9%	-7%	-17%	3%	-28%	4%	1%	-14%
Cc1ccc(OCC(=O)NC(C)c2ccc(Cl)c(Cl)c2)c([N+](=O)[O-])n1 (centres undefined)	1	-7%	11%	-13%	38%	102%[activator]	-2%	-9%	-3%
CSc1ccccc1NC(=O)CN(C)Cc1cc(=O)n2ccsc2n1	-6	-8%	-9%	-3%	-7%	124%[activator]	-3%	2%	-5%
N#Cc1cc([N+](=O)[O-])ccc1NCCc1ccccn1	-1	3%	-26%	-19%	7%	96%[activator]	-3%	-10%	4%
CCOC(=O)c1sc(NC(=S)NC(=O)C2CCCC2)cc1C	-3	-4%	2%[57.1 µM]	-14%	-6%	108%[activator]	1%	-21%	-10%
O=C(NC1CCCC1)C(c1ccc(F)cc1)N(Cc1ccc(F)cc1)C(=O)c1ccn[nH]1 (centres undefined)	-7	-4%	18%	-16%	-4%	6%	-4%	-9%	-5%
O=C(Cc1ccc(F)cc1)NC1CCS(=O)(=O)C1 (centres undefined)	1	.	.	.	48%[activator]	43%[activator]	0%	-10%	9%
CC(O)C(NS(=O)(=O)c1ccc(Cl)cc1)C(=O)OCC(=O)c1ccc2c(c1)NC(=O)CO2 (centres undefined)	-10	.	.	.	.	-7%	-5%	-14%	-19%
CC[N+]1(CC)CC2=Cc3c(ccc4ccccc34)C(C)C2C1 (centres undefined)	10	57%[activator]	1%	2%	0%	55%[activator]	-5%	2%	1%
COc1cccc(CNC(=O)Cn2c(=O)oc3cc(S(=O)(=O)N4CCCC4)ccc32)c1	-4	1%	-7%	-6%	.	-7%	-4%	-11%	-14%
COc1ccccc1C(=O)NNC(=S)NC(=O)c1cccs1	.	-6%	84%	-3%	2%	.	.	.	.
O=C(C[C@@H]1C/C=C\CC[C@@H](Cc2ccc(F)cc2)C(=O)OC[C@@H]2CCCN2C1=O)N[C@H](CO)Cc1ccccc1	0	.	.	.	-22%	-2%	0%	-15%	-20%
O=C1CSC(c2cccc(Cl)c2Cl)N1c1ccccn1 (centres undefined)	-5	-5%	0%	-8%	6%	-21%	-2%	0%	-8%[60.1 µM]
O=C(Nc1ccccc1C(=O)Nc1ccc(Br)cn1)c1ccccc1Cl	-6	.	.	.	-13%	2%	7%	-8%	-7%
CCn1cc(S(=O)(=O)Nc2ccc(C)c(Cl)c2)cn1	-2	-3%	3%	-12%	9%	-1%	-4%	4%	0%
COc1ccc(CN=Cc2c(O)[nH]c3ccccc23)cc1	-5	-5%	-3%	-15%	-4%	86%[activator]	0%	-15%	-8%
COc1ccc2c(c1)c(C(=O)OCCN(C)C)c(C)n2C	3&17	43%[activator]	1%	-5%	-9%	-4%	-3%	6%	-9%
N#CCSc1nnc2sc3ccccc3n12	-4	2%	-18%	-7%	-1%	17%	1%	-8%	-5%
COc1ccc(CN2CCN(CCc3ccccc3)C(CCO)C2)c(O)c1 (centres undefined)	6	2%	21%	-10%	3%	20%	-3%	-16%	5%
COc1ccc(NC(=O)NNC(=O)CCc2ccc(O)c(O)c2)cc1OC	4	-4%	23%	-4%	15%	?	0%	-12%	-20%

Just POLK inh, Pol beta inh and GRP78 ERSR act, for 2 of the compounds above:
| Molecule | POLK inh | Pol beta inh | GRP78 ERSR act |
| --- | --- | --- | --- |
| CC[N+]1(CC)CC2=Cc3c(ccc4ccccc34)C(C)C2C1 (centres undefined) | 1% | 1% | -5% |
| COc1cccc(CNC(=O)Cn2c(=O)oc3cc(S(=O)(=O)N4CCCC4)ccc32)c1 | -14% | -7% | -4% |

(list continues)
SMILES	LDHA block	BLM inh	Pol beta inh	Apoferritin bind	APE1 inh	Pol iota inh	GRP78 ERSR act	Pol eta inh	POLK inh
COc1ccccc1CCN=C(N)NS(=O)(=O)c1cc(F)ccc1F	-1	-2%	1%	-1%	6%	-18%	-7%	-7%	-6%
O=C(Oc1cccc(Nc2ncnc3ccccc23)c1)c1cccnc1	-2	-6%	-17%	-11%	-1%	8%	-1%	-16%	-7%
CN(C)N1C(N)=C(C#N)C(c2cccs2)C2=C1CCCC2=O (centres undefined)	1	-10%	0%	-3%	5%	79%[activator]	0%	9%	-15%
O=C(COC(=O)CC(c1ccccc1)c1ccccc1)Nc1ccc(F)c(F)c1	.	-15%	4%	-8%	13%	.	.	.	.
CC(=O)Nc1ccc(Sc2ccccc2C(=O)O)cn1	-12	0%	-22%	-8%	-7%	?	-7%	-2%	-6%
O=C(NCC1CCCO1)c1ccc([N+](=O)[O-])s1 (centres undefined)	-24	-9%	3%	4%	33%	-1%	-3%	-5%	-4%
NC(=O)C1CC(=O)N(c2ccc(OCC(=O)N3CCCC3)cc2)C1 (centres undefined)	-6	.	.	.	.	17%	-6%	2%	-10%
COc1ccc(N2CCN(c3ccc(C(=O)O)cc3[N+](=O)[O-])CC2)cc1	-6	-21%	27%	7%	7%	-5%	1%	-6%	-6%
Cc1cc(CNC(=O)C2CCC(=O)N(Cc3ccccc3F)C2)nn1C (centres undefined)	-4	-1%	?	-2%	-19%	24%	-5%	-13%	-20%
CCCc1c(C)[nH]c2ccccc2c1=O	-8	4%	-2%	-3%	-2%	-5%	-3%	-11%	-3%
CCN(CC(=O)Nc1ccccc1C(F)(F)F)C(=O)C1=COCCO1	-3	.	.	.	11%	-2%	-3%	-12%	1%
COc1ccc(CN(C(=O)/C=C/C(=O)c2ccc(OC)cc2O)C(C(=O)NC2CCCCC2)c2ccncc2)cc1 (centres undefined)	2	-5%	0%	-20%	11%	-7%	-2%	-24%	-6%
Cc1cc(C)n(C(=O)CN2C(=O)CCC2=O)n1	1	0%	11%	3%	2%	19%	1%	-23%	4%
Cn1c(SCC(=O)NCc2ccccc2)ncc(C(=O)Nc2ccccc2)c1=O	-8	.	.	.	-12%	15%	0%	-4%	-6%
Cc1ccc(C(=O)NCC(c2cccnc2)N2CCc3ccccc32)cc1C (centres undefined)	-4	-2%	-3%	-9%	.	27%	-4%	-8%	-13%
Cn1cc(S(=O)(=O)c2ccccc2)c(=O)c2cc(F)c(N3CCN(c4ccc(F)cc4)CC3)cc21	-5	2%	7%	0%	.	-15%	-3%	-17%	-12%
COc1ccccc1NC(=O)N1CCN(Cc2nc3ccc(C)cc3o2)CC1	-4	4%	-4%	3%	.	7%	0%	-8%	-7%[60.1 µM]
CC(C)c1nc2cc(C(=O)N3CCN(c4cnccn4)CC3)ccc2o1	1	-2%	-1%	-1%	12%	30%	1%	-19%	1%
CC(C)c1ccc(C2c3[nH]c4ccccc4c3C[C@H]3C(=O)N(c4ccccc4C(=O)N4CCC[C@@H]4C(=O)O)C(=O)N23)cc1 (some centres undefined)	-3	-1%	4%	-11%	15%	15%	0%	-9%	2%
CCOc1ccc2ncc3c(-c4ccc(C)cc4)nn(-c4cccc(F)c4)c3c2c1	3	0%	-11%	-3%	.	18%	-3%	-8%	-3%
COc1ccccc1N(CC(=O)N/N=C/c1ccc(OCC(=O)NCc2ccco2)cc1)S(=O)(=O)c1ccc(C)cc1	-6	-4%	2%	-6%	-2%	-3%	-3%	-2%	-11%
Cc1ccc(NC(=O)N2CCCN(C(=O)OC(C)(C)C)CC2)cc1Cl	1	-4%	21%	-11%	-14%	9%	0%	0%	0%
CCOC(=O)N1CCN(S(=O)(=O)c2ccc(OCC(=O)OC)c(Cl)c2)CC1	-10	1%	-16%	-8%	0%	-9%	2%	-10%	-8%
CC(C)C(=O)Nc1ccc2nc(SCC(=O)N3CCCC3)sc2c1	-3	-1%	1%	-1%	.	51%[activator]	-1%	-8%	-5%
N#Cc1ccccc1NC(=O)C(=O)NCC(c1ccc2c(c1)OCO2)N1CCOCC1 (centres undefined)	-2	4%	25%	-3%	.	?	-4%	-1%	-5%[60.1 µM]
CCOC(=O)c1cn(-c2ccc(F)c(F)c2)c2c(F)c(F)c(F)c(F)c2c1=O	.	-2%	-1%	-10%	-6%	.	.	.	.
COc1ccc(F)cc1C(=O)C1CCCN(C(=O)c2cccc(N(C)C)c2)C1 (centres undefined)	1	-5%	6%	-19%	-5%	23%	0%	-8%	14%

Filtered by structure: the entries above with bromine (2)
SMILES	LDHA block	BLM inh	Pol beta inh	Apoferritin bind	APE1 inh	Pol iota inh	GRP78 ERSR act	Pol eta inh	POLK inh
Cc1cc(NC(=O)c2ccccc2[N+](=O)[O-])ccc1Br	-7	-9%	-7%	-17%	3%	-28%	4%	1%	-14%
O=C(Nc1ccccc1C(=O)Nc1ccc(Br)cn1)c1ccccc1Cl	-6	.	.	.	-13%	2%	7%	-8%	-7%

Assay outcomes from PubChem BioAssay.
